# Compound activity as filed in PubChem BioAssay.
# M. tuberculosis = growth inhibition of non-replicating M. tuberculosis (AID 488890). Mycobacterium tuberculosis non-replicating, growth inhibition; higher % means a stronger effect. inhibition, % at 25 µM; hits with a dose series show IC50 in µM. 320,000 tested, 0.39% active; in the data active means a potency from the dose series; inconclusive means inhibition mostly from about 82% at the one dose, without a potency; inactive means the rest, 99 in 100 with inhibition below about 76%;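 further: plate controls were DMSO cells for no effect and high antibiotic wells for full effect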
# VEEV TC-83 Vero = inhibitors of VEEV TC-83 cytopathic effect, confirmation, Vero cells (AID 588727); Vero cells, VEEV TC-83 cytopathic effect inhibition; higher % means a stronger effect; inhibition, % at 20 µM; hits with a dose series show IC50 in µM; 350,000 tested, 0.13% active; in the data active means a potency from the dose series; inconclusive means inhibition mostly from about 14% at the one dose, without a potency; inactive means the rest, 99 in 100 with inhibition below about 12%; further: strong numbers were not always called active
# Salmonella PhoP GFP = PhoP regulon inhibitors, Salmonella typhi PhoP promoter GFP reporter, confirmatory (AID 1850); 310,000 tested, 0.33% active; Salmonella Typhi PhoP-promoter GFP reporter, fluorescence, 4 h; higher % means a stronger effect; inhibition, % at 50 µM, or IC50 in µM where a hit was titrated; in the data active means a potency from the dose series; inconclusive means inhibition mostly from about 25% at the one dose, without a potency; inactive means the rest, 99 in 100 with inhibition below about 19%;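 further: 0% = induced wells with vehicle and 100% = uninduced wells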
# M. tuberculosis HTS = M. tuberculosis growth inhibition, HTS (AID 449762). M. tuberculosis H37Rv growth inhibition, 7H9 media; higher % means a stronger effect. inhibition, % at 25 µM; hits with a dose series show IC50 in µM. 330,000 tested, 0.59% active; in the data active means a potency from the dose series; inconclusive means inhibition above about 70% without an active follow-up result;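 further: bacterial growth assessed after seven days of incubation; strong numbers were not always called active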
# H1N1 NS1A inhibition = H1N1 influenza NS1A inhibitors, functional cell based assay (AID 504329). NS1A functional cell-based assay, percent inhibition; higher % means a stronger effect. inhibition, % at 12.5 µM; hits with a dose series show IC50 in µM. 340,000 tested, 0.3% active; in the data active means a potency from the dose series; inconclusive means inhibition above about 27% without an active follow-up result; further: strong numbers were not always called active
# VEEV TC-83 Vero 10K pilot screen = second read-out of VEEV TC-83 Vero, no call of its own (marks repeat the call); inhibition, %; measured here: 10K pilot screen inhibition
# * = called active by the depositor; i = inactive; ? = inconclusive; / = not tested or not shown.
SMILES,M. tuberculosis,VEEV TC-83 Vero,Salmonella PhoP GFP,M. tuberculosis HTS,H1N1 NS1A inhibition,others
CCc1nnc(NC(=O)CSc2nc(C)c3c(c2C#N)CCCC3)s1,-6%,2.9%,-8%,-6%,-5%,
COC(=O)c1ccccc1NC(=O)c1ccco1,22%,1.9%,-8%,1%,-8%,
Cc1onc(-c2ccccc2)c1C(=O)N/N=C/c1c[nH]c2ccccc12,-2%,i,-7%,2%,7%,
COCCN(C(=O)CSc1nnc(Nc2ccccc2F)s1)c1c(N)n(Cc2ccccc2)c(=O)[nH]c1=O,5%,4.3%,8%,-10%,17%,
CCOC(=O)c1csc(NC(=O)CSc2nnnn2-c2cccc(OC)c2)n1,8%,0.3%,0%,1%,0%,
CCOC(=O)N1CCN(c2ccc(C(C)=O)cc2F)CC1,25%,i,1%,-4%,5%,
CCc1ccc(C(=O)Nc2nnn(CC)n2)cc1,-3%,1.8%,-3%,-2%,-4%,
CCOC(=O)C1CCN(CCC(=O)Nc2cc(C)ccc2C)CC1,-19%,?,1%,3%,-1%,
CCOC(=O)N1CCC(NC(=O)C(C)n2c3ccccc3c3cnn(C)c(=O)c32)CC1 (configuration not stated),3%,2.2%,3%,-1%,-18%,
Cc1ccc(CNC(=O)c2cc(-c3ccccc3)n(Cc3cc(C)no3)n2)cc1,4%,i,6%,-1%,5%,VEEV TC-83 Vero 10K pilot screen=0.8
COC(=O)C(CO)Nc1ncnc2onc(-c3ccc(F)cc3)c12 (configuration not stated),-5%,0.7%,9%,-1%,-33%,
CN1CCN(C(=O)c2ccc(F)c(F)c2)CC1,8%,1.3%,-1%,-5%,0%,
CC(=O)Nc1cccc(NC(=O)c2cc(-c3cccnc3)nc3ccc(Br)cc23)c1,20%,i,-7%,12%,6%,
Cc1cc(C(F)(F)F)c(C#N)c(Sc2ccccc2)n1,8%,3.1%,-32%,1%,-22%,
CCCN(CC(=O)Nc1ccccc1C)C(=O)C1CC(=O)N(c2ccc(C)cc2)C1 (configuration not stated),/,2.9%,/,/,-4%,
CCCCNC(=O)c1cn(C)c2ccc(S(=O)(=O)N3CCCC3)cc2c1=O,-10%,2.6%,4%,2%,-3%,
CCCCN(C)C(=O)c1nc2ccccn2c1CN(C)Cc1csc(C)n1,3%,i,-3%,6%,-3%,VEEV TC-83 Vero 10K pilot screen=0.4
CN(Cc1ccccc1)C(=O)C1CCN(S(=O)(=O)c2ccc(-n3cnnn3)cc2)CC1,11%,0.8%,12%,2%,-9%,
COc1ccc(/C=N/NC2=NCCCCC2)c(OC)c1,10%,0.5%,24%,-2%,10%,
O=C(CN1C(=O)c2ccccc2S1(=O)=O)c1ccc(OC(F)F)cc1,30%,1.8%,-2%,2%,-1%,
O=C(NS(=O)(=O)Oc1ccccc1F)OC[C@@H]1CCCN2CCCCC12 (some centres not stated),-9%,i,12%,5%,12%,
COc1cc(C(c2sc3nc(C)nn3c2O)N2CCOCC2)cc(OC)c1OC (configuration not stated),-17%,0.8%,8%,8%,-11%,VEEV TC-83 Vero 10K pilot screen=0.5
Cc1c(NC(=O)C(C)OC(=O)c2ccccc2O)c(=O)n(-c2ccccc2)n1C (configuration not stated),2%,1.4%,/,-4%,-7%,
Cc1nn(Cc2nc(-c3cccs3)no2)c(C)c1Br,38%,1.7%,8%,-2%,0%,
CCOC(=O)c1ccc(NC(=O)C(=O)NCc2ccccn2)cc1,3%,1.8%,-7%,?,2%,
Cc1cccc(NC(=O)CSc2n[nH]c(-c3ccncc3)n2)c1,0%,1.6%,5%,-4%,1%,
CC(C)C(C(=O)OCC(=O)c1ccc2c(c1)NC(=O)CO2)N1C(=O)c2ccccc2C1=O (configuration not stated),48%,3.5%,-3%,-4%,4%,
O=C(CNC(=O)c1ccc(Oc2ccccc2)cc1)OC1CCCCC1=O (configuration not stated),5%,1.8%,-1%,-4%,0%,VEEV TC-83 Vero 10K pilot screen=1.1
C=CCOc1ccc2ccccc2c1CNc1ncn[nH]1,27%,1.7%,-6%,1%,-4%,
O=C(CNCC1CCCCC1)Nc1ccc(N2CCCCC2)cc1,47%,/,3%,9%,/,
COc1cc(OC)c(C(=O)NCC(c2cccs2)N(C)C)cc1OC (configuration not stated),-2%,0.7%,5%,0%,-1%,
O=C(COc1ccccc1)NS(=O)(=O)c1ccc(Cl)cc1,9%,1.8%,-7%,-4%,0%,
CCCCOc1cccc(C(=O)NC(=S)Nc2cccc(C(F)(F)F)c2)c1,72%,0.4%,14%,4%,0%,
Cc1ccccc1C(=O)N1CCC(C(=O)Nc2sccc2C(N)=O)CC1,-5%,2.5%,/,-6%,-15%,
CC(C)CNC(=O)CSc1n[nH]c(=O)n1CCc1ccccc1,-4%,2.1%,-6%,-2%,-2%,
Cc1ccc(C(=O)N/N=C\c2ccc(-c3ccc([N+](=O)[O-])cc3)o2)cn1,63%,7.4%,-3%,67%,-7%,
Cc1cc(SCC(=O)NC2CCCCC2)nc2ccccc12,19%,0.5%,-3%,-1%,3%,
O=C(NCC1CCCO1)c1ccc(CS(=O)(=O)c2ccc(Cl)cc2)o1 (configuration not stated),-1%,0.4%,2%,-1%,-4%,
CCOc1ccccc1C1CC(=O)Nc2cc3c(cc21)OCCO3 (configuration not stated),20%,4.7%,0%,10%,5%,
Fc1ccc(Cn2nnnc2C(c2cccs2)N2CCN(C3CCCCC3)CC2)cc1 (configuration not stated),13%,3.7%,1%,3%,-10%,
CCCCCCOc1ccc(/C=c2\s/c(=C(/C#N)C(=O)NCc3ccco3)n(-c3ccccc3)c2=O)cc1,2%,i,-4%,-4%,-7%,
CCCn1c(=O)c2c(nc3n2CCCN3CCc2ccccc2)n(C)c1=O,11%,3.0%,-3%,5%,-6%,
COc1ccc(C)cc1NC(=S)N1CCN(S(C)(=O)=O)CC1,-10%,0.4%,-3%,0%,1%,
O=C(CSc1nncs1)N1CCN(C(=O)c2ccco2)CC1,-10%,1.1%,0%,-1%,-4%,
COc1ccc(CN2CCN(C(=O)CN3C(=O)C4C5C=CC(C5)C4C3=O)CC2)c(OC)c1OC (configuration not stated),3%,1.5%,0%,-3%,-2%,
NC(=O)c1ccc(N2CCN(c3ccccc3F)CC2)c([N+](=O)[O-])c1,8%,i,-4%,-5%,8%,
COc1ccc(NC(=O)CSc2nncc3ccccc23)cc1,5%,0.0%,3%,?,-5%,
CC(C)COc1ccc(C(=O)NC(CC(C)C)C(=O)O)cc1 (configuration not stated),7%,i,-3%,0%,-8%,VEEV TC-83 Vero 10K pilot screen=0.5
CC(NC(N)=O)C(=O)OCc1ccc(Cl)cc1Cl (configuration not stated),-17%,1.4%,4%,1%,-9%,
COC(=O)c1cccc2c1NC(=O)C2=O,18%,2.1%,-1%,4%,0%,
Cc1cccc(NC(=O)CSc2cccc[n+]2[O-])c1C,5%,0.5%,/,9%,0%,
O=C(O)CNC(=O)C(Cc1ccccc1)NC(=O)OCc1ccccc1 (configuration not stated),-9%,0.5%,1%,1%,3%,
CC(=O)c1ccc(NC(=S)NC(=O)CC(C)C)cc1,?,0.6%,-5%,4%,-11%,
COc1cc(/C=N\NC(=O)CNC(=O)C2COc3ccccc3O2)ccc1O (configuration not stated),-2%,0.2%,-7%,-7%,-5%,
C/C(=N\Nc1ccc(F)cc1F)c1cccs1,25%,/,7%,?,/,
C=CC(=O)Nc1cccc(Oc2cc(Cl)nc3[nH]ccc23)c1,36%,9.8%,/,7%,11%,
COC(=O)c1[nH]c2ccc(C)cc2c1NC(=O)CN1CCc2cc(OC)c(OC)cc2C1,59%,8.3%,2%,48%,-3%,
COc1cccc(OCc2cc(C(=O)N3CCNC(=O)C3Cc3ccccc3)no2)c1 (configuration not stated),17%,0.9%,-3%,0%,9%,
O=C1C=C(/C=C/c2ccccc2)C[C@@H](c2ccc(F)cc2)C1,-14%,1.0%,/,15%,-4%,
O=C(Nc1c2c(nn1-c1ccccc1)CS(=O)C2)c1ccc(S(=O)(=O)N2CCOCC2)cc1 (configuration not stated),-5%,0.1%,-3%,-1%,7%,

# The list goes on.
SMILES,M. tuberculosis,VEEV TC-83 Vero,Salmonella PhoP GFP,M. tuberculosis HTS,H1N1 NS1A inhibition,others
CCNC(=O)n1cc(-n2cncn2)c(-c2ccc(Cl)cc2)n1,-4%,0.5%,20%,-3%,-2%,
COc1ccc(C)cc1NC(=O)c1cc(-c2ccccc2)nc2c1cnn2C(C)C,27%,7.8%,/,39%,-21%,
COc1ccc(C(=O)Nc2ccc(Cl)cn2)cc1Cl,34%,0.8%,0%,10%,0%,
Clc1ccc(Nc2ncnc3c2nnn3Cc2ccccc2)cc1,-3%,0.1%,6%,4%,/,
CC(NC(=O)Nc1nnc(C(F)(F)F)s1)N1C(=O)C2C3C=CC(C3)C2C1=O (configuration not stated),-2%,i,-3%,0%,-15%,
CC1(C(=O)O)CCC(C(=O)N2CCCCC2)C1(C)C (configuration not stated),-2%,i,4%,3%,0%,
COCCNC(=S)NNc1cccc(C(=O)O)c1,14%,0.5%,5%,-1%,1%,
CCc1ccc(NC(=O)CSc2nc(=O)n(CCN(C)C)c3c2CCCC3)cc1,15%,6.5%,5%,0%,-1%,
CCc1ccccc1-n1nnc(-c2ccccc2)n1,1%,i,2%,4%,-1%,
COc1ccc(-c2noc(CN3CCN(c4ccccc4)CC3)n2)cc1,3%,0.7%,-8%,-7%,1%,
COc1cc(/C=C/C(=O)OCC(=O)Nc2cccc(Oc3ccccc3)c2)ccc1O,39%,1.5%,-13%,?,-2%,
COc1ccc(CNC(=O)C2CCN(S(=O)(=O)N3CCC4(CC3)OCCO4)CC2)c(OC)c1,9%,0.3%,2%,2%,-2%,

# Random excerpt: 3 compounds from above.
SMILES,M. tuberculosis,VEEV TC-83 Vero,Salmonella PhoP GFP,M. tuberculosis HTS,H1N1 NS1A inhibition,others
CCc1ccc(NC(=O)CSc2nc(=O)n(CCN(C)C)c3c2CCCC3)cc1,15%,6.5%,5%,0%,-1%,
COc1ccc(C)cc1NC(=O)c1cc(-c2ccccc2)nc2c1cnn2C(C)C,27%,7.8%,/,39%,-21%,
Clc1ccc(Nc2ncnc3c2nnn3Cc2ccccc2)cc1,-3%,0.1%,6%,4%,/,

# Further entries follow:
SMILES,M. tuberculosis,VEEV TC-83 Vero,Salmonella PhoP GFP,M. tuberculosis HTS,H1N1 NS1A inhibition,others
CC1(C)Cc2c(cnn2-c2ccccc2)C(NC(=O)c2ccc[n+]([O-])c2)C1 (configuration not stated),11%,i,1%,-13%,2%,
CC[C@@H](C)C(NC(=O)OC(C)(C)C)c1cn([C@@H](CCCCNC(=O)OC(C)(C)C)C(=O)N2CCN(C(=O)OC(C)(C)C)CC2)nn1 (some centres not stated),25%,5.8%,-4%,-4%,6%,
CCCCN1C(N)=NC[C@@H]1CC1CCCCC1,72%,i,-37%,?,1%,
Cc1ccc(N(CCC(=O)NC(C)(C)C)S(=O)(=O)c2ccc(C)cc2)cc1,7%,1.6%,-1%,-6%,-10%,

# By substructure: the entries above with fluorine
SMILES,M. tuberculosis,VEEV TC-83 Vero,Salmonella PhoP GFP,M. tuberculosis HTS,H1N1 NS1A inhibition,others
COCCN(C(=O)CSc1nnc(Nc2ccccc2F)s1)c1c(N)n(Cc2ccccc2)c(=O)[nH]c1=O,5%,4.3%,8%,-10%,17%,
CCOC(=O)N1CCN(c2ccc(C(C)=O)cc2F)CC1,25%,i,1%,-4%,5%,
COC(=O)C(CO)Nc1ncnc2onc(-c3ccc(F)cc3)c12 (configuration not stated),-5%,0.7%,9%,-1%,-33%,
CN1CCN(C(=O)c2ccc(F)c(F)c2)CC1,8%,1.3%,-1%,-5%,0%,
Cc1cc(C(F)(F)F)c(C#N)c(Sc2ccccc2)n1,8%,3.1%,-32%,1%,-22%,
O=C(CN1C(=O)c2ccccc2S1(=O)=O)c1ccc(OC(F)F)cc1,30%,1.8%,-2%,2%,-1%,
O=C(NS(=O)(=O)Oc1ccccc1F)OC[C@@H]1CCCN2CCCCC12 (some centres not stated),-9%,i,12%,5%,12%,
CCCCOc1cccc(C(=O)NC(=S)Nc2cccc(C(F)(F)F)c2)c1,72%,0.4%,14%,4%,0%,
Fc1ccc(Cn2nnnc2C(c2cccs2)N2CCN(C3CCCCC3)CC2)cc1 (configuration not stated),13%,3.7%,1%,3%,-10%,
NC(=O)c1ccc(N2CCN(c3ccccc3F)CC2)c([N+](=O)[O-])c1,8%,i,-4%,-5%,8%,
C/C(=N\Nc1ccc(F)cc1F)c1cccs1,25%,/,7%,?,/,
O=C1C=C(/C=C/c2ccccc2)C[C@@H](c2ccc(F)cc2)C1,-14%,1.0%,/,15%,-4%,
CC(NC(=O)Nc1nnc(C(F)(F)F)s1)N1C(=O)C2C3C=CC(C3)C2C1=O (configuration not stated),-2%,i,-3%,0%,-15%,

# Random draw from the library; any-hit rate near 1.4%.
